PKM2 activator: activators of human pyruvate kinase M2; P14618; purified PKM2, Kinase-Glo ATP luminescence, activation; response scale: 0% is enzyme alone, no compound; Potency, µM (doses to about 57.5 µM), inactives show top-dose activation, most hits filed as activators; hit rate 0.34% among 260,000; AID 1631; note: potency is the fitted concentration of half-maximal effect; % is set by controls: 0 for no effect and ±100 for the full control effect; nearly all actives have a fitted effect of over 55% in size
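Purified hPK-M2 (>95%) run at intermediate activity with 0.1 mM ADP and 0.5 mM PEP in 50 mM imidazole pH 7.2, KCl, MgCl2; 1 h room temperature. ATP formed read by Kinase-Glo luminescence; normalized to uninhibited and no-enzyme controls.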
Chronic BCR inh: blocks chronic active B-cell receptor signaling | hit rate 0.05% among 340,000 | ABC-DLBCL IkBa-CBG/CBR reporter, luminescence ratio, 4 h | Potency, µM (top dose mostly 46.1 µM), for the others: top-dose ratio change, negative = lower green/red ratio, hits mostly inhibitors; active = well fitted inhibition curve with a large enough effect in the signal ratio, with a control signal flat, not every such curve was filed as active; inconclusive = small, poorly fitted or top-dose-only effect, or effect the other way, or a change in a side signal; the % refers to the signal ratio;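 note: potency is the fitted concentration of half-maximal effect; plate controls were basal doxycycline-induced cells for no effect and cells given 10 µM MG132 for full effect; MG132 reads +100%, hits lower the ratio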
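TMD8 ABC-DLBCL cells carrying doxycycline-inducible green luciferase fused to IkappaBalpha plus unfused red luciferase were exposed to compounds (up to 46 uM) for 4 hrs at 37C. Activity came from the overlap-corrected green/red luminescence ratio.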
Mito fusion act: mitochondrial division inhibition or fusion activation. S. cerevisiae fusion-defective mutant growth rescue, CellTiterGlo 48 h. Potency, µM (doses to about 46.1 µM), for the others: top-dose growth rescue (activation), usual class: activators. hit rate 0.23% among 320,000. AID 485298;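 note: potency is the fitted concentration of half-maximal effect; % of control where 0% means no effect; nearly all actives have a fitted effect of over 45% in size; temperature-sensitive fusion mutants such as fzo1-1 at 37 °C on non-fermentable ethanol glycerol medium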
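Growth-rescue viability read-out: after 48 h at the non-permissive 37C in glycerol/ethanol YPEG, yeast mitochondrial fusion mutants are measured by CellTiterGlo luminescence; compounds (23 nl pinned per well) restoring growth score as division inhibitors or fusion activators.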
hERG WT inh: inhibitors of human wildtype KCNH2 potassium channel. U2OS, BacMam KCNH2, thallium flux FluxOr; stronger effect = lower value. AID 720551. hit rate 0.37% among 340,000. activity change, % at 1.84 µM. Q12809;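 active = maximum activity change below -70%; inconclusive = maximum activity change between -70% and -50%; inactive = maximum activity change above -50%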; note: % is set by controls: 0 for no effect and ±100 for the full control effect
Target sequence (Q12809 whole entry, looked up): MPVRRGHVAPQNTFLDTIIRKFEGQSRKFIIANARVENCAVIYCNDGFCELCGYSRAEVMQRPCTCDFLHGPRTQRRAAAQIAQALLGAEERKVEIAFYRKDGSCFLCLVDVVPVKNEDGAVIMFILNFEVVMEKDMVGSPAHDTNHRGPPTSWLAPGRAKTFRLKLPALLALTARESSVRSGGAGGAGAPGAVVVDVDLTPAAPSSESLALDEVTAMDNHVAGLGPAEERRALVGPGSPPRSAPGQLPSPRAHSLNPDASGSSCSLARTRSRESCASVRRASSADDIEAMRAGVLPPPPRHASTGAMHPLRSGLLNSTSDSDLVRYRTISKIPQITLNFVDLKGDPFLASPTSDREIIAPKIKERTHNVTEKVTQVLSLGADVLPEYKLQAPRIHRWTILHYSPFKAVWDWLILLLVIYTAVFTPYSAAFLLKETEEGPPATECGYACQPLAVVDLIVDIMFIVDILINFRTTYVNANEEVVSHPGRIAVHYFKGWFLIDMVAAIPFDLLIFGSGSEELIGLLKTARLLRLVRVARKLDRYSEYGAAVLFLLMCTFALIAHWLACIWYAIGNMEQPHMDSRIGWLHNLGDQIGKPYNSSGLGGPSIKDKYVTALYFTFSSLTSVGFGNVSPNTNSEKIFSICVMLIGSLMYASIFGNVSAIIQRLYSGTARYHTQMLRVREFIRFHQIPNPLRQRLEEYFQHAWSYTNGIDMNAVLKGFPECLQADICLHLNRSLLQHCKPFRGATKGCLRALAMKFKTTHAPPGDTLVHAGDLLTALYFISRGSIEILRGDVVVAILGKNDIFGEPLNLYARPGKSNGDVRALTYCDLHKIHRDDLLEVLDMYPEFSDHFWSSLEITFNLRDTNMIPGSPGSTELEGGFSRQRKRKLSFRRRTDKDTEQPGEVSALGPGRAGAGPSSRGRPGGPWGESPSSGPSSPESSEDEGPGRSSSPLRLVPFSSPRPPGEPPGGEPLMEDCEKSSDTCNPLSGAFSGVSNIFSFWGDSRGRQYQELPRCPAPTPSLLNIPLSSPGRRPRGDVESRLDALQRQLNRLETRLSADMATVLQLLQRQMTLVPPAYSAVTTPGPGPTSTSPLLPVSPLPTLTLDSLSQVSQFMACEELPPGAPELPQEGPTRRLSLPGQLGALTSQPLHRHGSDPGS
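U2OS cells transduced with wild-type KCNH2 virus are loaded with FluxOr dye for 45 min, and thallium flux is measured in kinetic reads before and after stimulation buffer. Rate constants are normalized to DMSO controls.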
USP2a block: inhibitors of human ubiquitin-specific protease USP2a; O75604; USP2 core, Ub-CHOP2 coupled fluorogenic reporter, 485/531; Potency, µM (top dose mostly 38.3 µM), for inactives: at the highest dose activity change, negative = inhibition, usual class: inhibitors; hit rate 0.01% among 330,000; AID 463254;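 note: potency is the fitted concentration of half-maximal effect; plate controls were DMSO wells for no effect and full inhibition by NEM control for full effect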
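Deubiquitinase activity read as fluorescence (485/531 nm) after Ub-CHOP2 cleavage activates the enterokinase reporter on its substrate; USP2 core 10nM, Ub-CHOP2 and substrate 25nM each, 30min compound preincubation then 60min RT; data normalized to NEM, curves fitted.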
MBNL1 CUG block: blocks human MBNL1 binding to CUG repeat RNA. TR-FRET MBNL1-His/biotin-(CUG)12 binding, 665/545 ratio. Potency, µM (titrated, usually from 57.5 µM), without a hit: at the highest dose activity change, negative = inhibition, most hits filed as inhibitors. hit rate 0.036% among 280,000; active = well fitted inhibition curve with a large enough effect in the signal ratio, with a control signal flat, not every such curve was filed as active; inconclusive = small, poorly fitted or top-dose-only effect, or effect the other way, or a change in a side signal; inactive = no such curve, though single readings can be large or run the other way; the % refers to the signal ratio; note: potency is the fitted concentration of half-maximal effect; % is set by controls: 0 for no effect and ±100 for the full control effect
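Inhibition of protein-RNA binding appears as loss of TR-FRET between terbium anti-His antibody on MBNL1-His and streptavidin-XL665 on biotin-(CUG)12. Activity is normalized to buffer-only and uninhibited-complex controls.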
S-ASM inh: human S-ASM enzyme inhibition; hit rate 0.006% among 340,000; P17405; placental ASM, HMU-PC fluorogenic substrate, 60 min; Potency, µM (titrated, usually from 57.5 µM), for inactives: at the highest dose activity change, negative = inhibition, most hits filed as inhibitors; note: potency is the fitted concentration of half-maximal effect
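Human placenta-derived ASM preincubated with compound 10 min at room temperature, then reacted with 9 uM (final) fluorogenic HMU-PC substrate for 60 min at 37 C. Stop solution raises pH to 10; fluorescence read at Ex 386/Em 447 nm.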
TSHR antag: human thyrotropin receptor antagonism | AID 504810 | activity change, negative = inhibition, % at 11.5 µM | hit rate 0.2% among 330,000 | TSHR-expressing cells, TSH-stimulated cAMP HTRF, 2 h; stronger effect = lower value | P16473;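 active = activity change below a set negative limit, meaning inhibition stronger than a set level, cut at about -70% in these data; inconclusive = activity change between two set negative limits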; note: % is set by controls: 0 for no effect and ±100 for the full control effect
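Freshly harvested TSHR cells receive pin-tooled compound, then EC80 TSH at 4nM final. After 2 hours at 37 deg C, antibody in lysis buffer and cAMP-d2 are added; 30 minutes at ambient temperature precede the HTRF read.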
Menin-MLL TR inh: displaces Texas Red mutant MLL peptide from human menin; Menin + Texas Red MLL mutant peptide, fluorescence polarization; O00255; hit rate 0.23% among 270,000; Potency, µM (titrated, usually from 61.6 µM), inactives show at the top dose FP activity change, negative = inhibition, hits mostly inhibitors; active = well fitted inhibition curve with a large enough effect in the polarisation, with a control signal flat, not every such curve was filed as active; inconclusive = small, poorly fitted or top-dose-only effect, or effect the other way, or a change in a side signal; inactive = no such curve, though single readings can be large or run the other way; the % refers to the polarisation; note: potency is the fitted concentration of half-maximal effect; % of control where 0% means no effect; many of its hits are not listed in these tables
GALK inhibitor: inhibitors of human galactokinase | Purified GALK, Kinase-Glo residual ATP luminescence | P51570 | hit rate 0.007% among 270,000 | Potency, µM (highest dose often 57.5 µM), inactives show at the highest dose activity change, negative = inhibition, hits mostly inhibitors; note: potency is the fitted concentration of half-maximal effect; % is set by controls: 0 for no effect and ±100 for the full control effect
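5 nM enzyme, 35 uM ATP, 100 uM galactose, 20 mM HEPES pH8.0, 5 mM MgCl2; 1 h RT; residual ATP by Kinase-Glo Plus luminescence, qHTS format.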
Eya2 inh: Eya2 (human) phosphatase inhibition; Potency, µM (top dose mostly 76.9 µM), inactives show at the highest dose activity, negative = inhibition, most hits filed as inhibitors; O00167; recombinant Eya2, OMFP fluorescence dephosphorylation (OMFP is methylfluorescein phosphate); hit rate 0.006% among 330,000; AID 488837; note: potency is the fitted concentration of half-maximal effect; % is set by controls: 0 for no effect and ±100 for the full control effect
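Eya2 protein (added as 0.2 uM solution) was preincubated with compound for 10 min at ambient temperature in 50 mM HEPES pH 7.5, 50 mM NaCl, 5 uM MgCl2, 0.05% BSA, 1 mM DTT. OMFP (added at 50 uM) then reacted 10 min; fluorescence read at 485/525 nm.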
* hit, by the source's call; i = inactive; u = inconclusive; x = not tested or not shown; [ ] = dose if it differs, or a comment. Unless noted, calls come from the whole dose curve; as a rule, active = well fitted curve in the direction sought with a large enough effect; inconclusive = small, poorly fitted or top-dose-only effect, or another doubt; inactive = no such curve, though single readings can be large; an effect the other way counts as inactive or inconclusive.

SMILES | PKM2 activator | Chronic BCR inh | Mito fusion act | hERG WT inh | USP2a block | MBNL1 CUG block | S-ASM inh | TSHR antag | Menin-MLL TR inh | GALK inhibitor | Eya2 inh
COc1ccccc1CN1CCN(Cc2ccco2)CC1 | x | 9.9% | -11.7% | 3.8 | -7.6% | -6.7% | 3.2% | 6.5 | -17.7% | -1.1% | -7.5%
O=C(CN1C(=O)NC(c2ccccc2)(c2ccccc2)C1=O)NCc1ccccc1 | x | -1.2% | -2.5% | 10.1 | 0.4% | x | 6.2% | 100.7 | x | x | -0.3%
O=C(CN1C(=O)NC2(CCCC2)C1=O)Nc1nc2ccccc2[nH]1 | x | 7.7% | -2.0% | -2.7 | -0.4% | x | 1.4% | -3.7 | x | x | -3.0%
CC1CN(S(=O)(=O)c2cccc(C(=O)OCCOc3ccccc3)c2)CC(C)O1 (stereo unspecified) | x | -0.7% | 9.7% | 2.9 | 1.5% | x | -3.4% | 5.1 | x | x | -9.7%
O=C(OCC(=O)N1CCCC1)c1cc(Br)ccc1Cl | 4.2% | -3.1% | -2.8% | -5.6 | 3.8% | 5.0% | 4.4% | 3.1 | -10.3% | 1.1% | 7.0%
CCOC(=O)c1[nH]c(C)c(C(=O)N2CCc3c([nH]c4ccccc34)C2c2ccccn2)c1C (stereo unspecified) | 5.1% | u | 9.3% | -5.2 | -6.2% | -2.3% | -17.4% | 5.8 | 1.6% | 1.9% | 5.3%
COC(=O)c1c(C)nn(-c2ccc(OC(F)(F)F)cc2)c1-c1snnc1C | 3.7% | -0.9% | 1.3% | 3.9 | 2.2% | x | -3.8% | -9.6 | x | -3.2% | -3.3%
O=C(Nc1ccc(F)cc1)c1ccccc1CC[N+](=O)[O-] | 3.5% | 5.9% | 2.4% | 7.9 | -0.3% | -6.1% | -0.1% | 5.4 | -9.9% | 0.1% | 6.0%
O=C(Nc1ccon1)Nc1cc(Cl)ccc1Cl | -3.3% | u | -0.9% | -5.4 | -0.1% | -0.9% | -2.0% | -12.5 | u | 0.2% | 9.3%
CCN(CC)S(=O)(=O)c1ccc(OC)c(NC(=S)Nc2ccc(C)c(C)c2)c1 | 0.4% | 7.7% | 22.3% | -2.2 | -0.7% | x | 1.2% | -4.1 | -18.1% | -0.5% | -2.5%
CCCCNC(=O)[C@@H]1CSC2c3ccc(OC)c(OC)c3C(=O)N21 (stereo partly specified) | x | -1.9% | -3.5% | 0.6 | 3.7% | -2.5% | -4.5% | 11.5 | -26.0% | 2.7% | 12.4%
CCn1c(SCC(=O)c2ccc(NC(C)=O)c(OC)c2)nnc1-c1ccc(NS(C)(=O)=O)cc1 | -3.5% | -2.9% | -0.6% | -1.9 | 1.2% | x | -0.4% | 0.9 | 7.1% | 3.1% | 0.0%
CCN1C(=O)CS/C1=N\c1nccs1 | -11.7% | u | -8.3% | -3.7 | -0.1% | -4.2% | -0.1% | 8.0 | -7.2% | -2.2% | -3.6%
N#C/C(=C\Nc1ccc(Cl)cn1)S(=O)(=O)c1ccccn1 | 10µM* | 0.4% | -0.6% | -15.4 | -3.1% | x | 4.5% | 6.9 | x | -0.2% | -13.4%
O=C(O)CCS(=O)(=O)c1nc(-c2cccs2)cc(C(F)(F)F)n1 | 7.6% | 13.3% | -6.9% | -1.4 | -0.2% | 10.9% | 13.9% | -3.1 | -0.4% | -5.4% | -16.6%
CCOC(=O)CNC(=S)N(CCCN1CCCC1)Cc1cccs1 | 10.8% | 0.6% | -5.9% | -8.9 | -0.4% | -6.4% | 5.5% | 13.9 | -8.3% | -3.0% | 11.4%
CS(=O)(=O)c1ccc(C(=O)Nc2ccc(S(=O)(=O)N3CCCCC3)cc2)cc1 | x | 8.8% | -4.9% | 3.9 | 1.2% | x | x | -14.4 | x | x | -8.0%
O=C(Cn1ncc2c3ccccc3n(Cc3ccccc3)c2c1=O)NCCCN1CCCC1 | x | 6.0% | 1.4% | 3.4 | 0.3% | 2.0% | -3.0% | -8.5 | x | 5.1% | -1.9%
CCCCC(NC(=O)c1ccc(C#N)cc1)C(=O)NCCC (stereo unspecified) | x | 2.2% | -3.2% | x | 1.1% | x | -1.7% | -5.4 | x | x | 4.1%
Cc1ccc(Cc2nc(-c3cccnc3)no2)cc1 | -15.8% | 6.4% | -37.6%[inhibitor] | 2.4 | 2.1% | x | 0.0% | 16.4 | -1.4% | 0.6% | 1.1%
N#CCSc1nnc(CNc2cccc(Cl)c2)o1 | -9.9% | 0.0% | -0.5% | 2.7 | -1.7% | 2.7% | 3.6% | -0.4 | 3.6% | 3.3% | -8.5%[15.4 µM]
Cc1ccc(S(=O)(=O)Oc2ccc(/C=N/N=C3/NC(=O)C(CC(=O)O)S3)cc2)cc1 (stereo unspecified) | 3.1% | -2.9% | 1.8% | 9.2 | 3.4% | 13.3% | 1.7% | -6.7 | 3.3% | -5.3% | -4.3%
O=C1N2CN(C(c3ccccc3)c3ccccc3)CN=C2SC1(CO)CO | 1.5% | u | -0.4% | 0.4 | -1.7% | -1.8% | 5.8% | 2.6 | -17.4% | -0.1% | -22.1%
COc1cccc(NC(=O)CCNC(=O)C2CCN(S(=O)(=O)c3ccc(F)cc3)CC2)c1 | x | -1.5% | -1.1% | 1.6 | 0.3% | -3.8% | -0.3% | 14.3 | x | 4.2% | -6.2%
Cc1cc(Nc2ccccc2)nc(N)n1 | 2.4% | u | 0.7% | -5.9 | 1.5% | -0.4% | 8.7% | -6.9 | -27.7% | 0.5% | 10.2%
Cc1cccc(NC(=S)NC(=O)c2cc(-c3ccccc3)nc3ccccc23)c1 | -0.8% | -3.7% | -5.7% | -17.6 | 2.7% | -1.1% | -15.3% | -11.6 | 35.5µM* | 0.0% | 7.3%
COc1ccc(CCN(Cc2cccs2)S(=O)(=O)c2ccc(-n3cnnn3)cc2)cc1OC | -1.9% | -1.6% | 1.4% | 26.4 | 1.9% | 6.3% | -6.7% | -19.0 | 7.7% | 4.1% | -7.2%
CCN(CC)CCCNC(=O)c1ccc2c(=O)n(Cc3ccc4c(c3)OCO4)c(=S)[nH]c2c1 | 8.2% | -24.5% | 21.6% | 8.9 | -1.0% | -2.3% | -7.4% | -4.2 | 0.2% | -2.1% | -3.8%
O=C(CS(=O)(=O)c1ccc2ccccc2c1)Nc1ccccc1Cl | 27.5% | -0.5% | 12.5% | -11.8 | 2.5% | 8.3% | 3.0% | 4.8 | -2.0% | -0.3% | 6.5%
O=c1cc(CN2CCc3ccccc32)nc2sccn12 | 3.2% | -0.4% | 2.1% | -1.3 | 3.2% | 19.2% | -5.8% | 5.0 | 7.3% | 0.7% | -13.8%
CCOc1cc(/C=N/N=C2/NC(=O)C(CC(=O)O)S2)ccc1OCc1ccccc1Cl (stereo unspecified) | -2.2% | 7.4% | -6.2% | i | 6.9% | -0.8% | -0.5% | 0.4 | u | 1.7% | u
O=C(Cn1nnc2ccccc21)OCC(=O)c1ccc(Cl)cc1 | 1.8% | 0.2% | -0.5% | x | 0.9% | 3.2% | x | 4.8 | x | -1.5% | -17.4%
Cc1ccc(S(=O)(=O)/N=C2/NC(=O)/C(=C\c3ccco3)S2)cc1 | 18.7% | 6.8% | 6.0% | 35.8 | -0.6% | 18.8% | 12.2% | -13.2 | 96.8%[activator] | -8.1% | 5.0%
CCCC(=O)Nc1ccccc1NC(=O)C1CCCCC1 | 0.4% | 1.1% | -4.5% | 2.7 | -1.7% | 11.7% | -2.5% | -3.0 | -12.8% | -5.2% | -15.4%
CC(=O)Nc1cccc(NC(=O)c2cccc(OCc3ccccc3)c2)c1 | x | u | 10.2% | 10.5 | 0.9% | -4.6% | -12.9% | -13.2 | 73.3%[activator] | 1.8% | -18.8%
Cc1ccc(NC(=O)N2CCCCCC2)cc1C | -3.3% | -5.2% | -0.5% | -19.1 | -0.8% | -4.1% | -3.8% | 5.5 | x | -1.4% | 3.7%
Cc1ccc2c(c1)c1nnc(SCC(=O)N3CCCc4ccccc43)nc1n2CC(=O)O | -32.2% | -27.6% | 13.3% | 3.7 | 1.7% | 12.3% | 0.7% | -1.3 | u | 10.8% | -0.4%
CCOC(=O)CCc1c(C)c(C#N)c2nc3ccccc3n2c1-n1ccnc1 | 0.8% | -1.0% | -4.9% | -4.6 | 0.3% | 14.2% | 18.6% | 4.6 | 6.6% | 2.0% | 1.4%

Compound activity as filed in PubChem BioAssay.

Only part of the results is shown; the hit share may differ from the screen's.
